HePTP inhibitor – inhibitors of human HePTP phosphatase; P35236; inhibition, % at 20 µM; recombinant HePTP phosphatase activity, OD absorbance; 110,000 compounds, 0.64% hits; in the data active means inhibition above about 50%;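 further: plate controls were vehicle for no effect and reference inhibitor for full effect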
Target sequence (P35236 whole entry, looked up): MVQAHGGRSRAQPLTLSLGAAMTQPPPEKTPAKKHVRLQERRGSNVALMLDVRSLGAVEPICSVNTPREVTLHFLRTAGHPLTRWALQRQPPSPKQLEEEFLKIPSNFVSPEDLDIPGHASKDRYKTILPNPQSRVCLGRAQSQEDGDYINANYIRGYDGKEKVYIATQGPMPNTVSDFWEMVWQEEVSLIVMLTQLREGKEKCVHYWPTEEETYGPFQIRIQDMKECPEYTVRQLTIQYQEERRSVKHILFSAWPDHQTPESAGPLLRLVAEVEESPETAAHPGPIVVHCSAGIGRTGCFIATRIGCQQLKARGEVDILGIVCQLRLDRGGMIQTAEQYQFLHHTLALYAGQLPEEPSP
BAP1 inh – inhibitors of human BAP1 deubiquitinase; AID 436; Q92560; recombinant BAP1, Ub-AMC hydrolysis fluorescence kinetic; hits give low values; activity remaining (% of control), % at 20 µM; 72,000 compounds, 0.48% hits;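 active means activity remaining at or below 50% of control, provided the compound also passes the data quality filters; inactive means the rest, including low values that fail the filters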;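 further: 100% = DMSO wells rate and 0% = substrate alone blank rate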
Target sequence (Q92560 whole entry, looked up): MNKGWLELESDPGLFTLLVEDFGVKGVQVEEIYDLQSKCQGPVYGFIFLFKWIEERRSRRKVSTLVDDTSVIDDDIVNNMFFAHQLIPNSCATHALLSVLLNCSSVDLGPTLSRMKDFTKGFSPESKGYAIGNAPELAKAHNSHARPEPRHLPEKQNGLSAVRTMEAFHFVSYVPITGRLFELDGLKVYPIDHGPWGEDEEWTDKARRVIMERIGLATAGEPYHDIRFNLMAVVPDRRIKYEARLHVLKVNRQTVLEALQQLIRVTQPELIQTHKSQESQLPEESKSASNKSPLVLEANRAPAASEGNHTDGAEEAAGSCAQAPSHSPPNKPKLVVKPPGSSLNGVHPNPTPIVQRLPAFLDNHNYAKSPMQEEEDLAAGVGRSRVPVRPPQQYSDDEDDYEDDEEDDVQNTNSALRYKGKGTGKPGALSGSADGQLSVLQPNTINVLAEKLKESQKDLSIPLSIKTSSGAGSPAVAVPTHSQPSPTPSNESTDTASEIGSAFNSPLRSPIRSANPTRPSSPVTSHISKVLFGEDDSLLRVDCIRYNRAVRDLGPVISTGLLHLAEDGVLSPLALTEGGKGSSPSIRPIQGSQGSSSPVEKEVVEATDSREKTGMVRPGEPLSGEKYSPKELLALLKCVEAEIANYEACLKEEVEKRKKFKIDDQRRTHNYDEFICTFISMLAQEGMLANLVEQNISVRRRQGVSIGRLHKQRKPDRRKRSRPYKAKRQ
Active calls of the source: *; . = not tested or not shown; & = joins results of further samples.

SMILES | HePTP inhibitor | BAP1 inh
O=C1NCCCC1C(=O)Nc1cccc(C(F)(F)F)c1 (stereo not drawn) | 2 | 92
CCN(CC)S(=O)(=O)c1cc(C(=O)Nc2nncs2)c(Cl)cc1Cl | 6 | 85
Cn1cc(S(=O)(=O)N2CCc3ccccc3C2)c(=O)n(C)c1=O | -1 | 98
O=C(NCC1CCCO1)C1CCN(C(=O)c2ccc(Cl)cc2)CC1 (stereo not drawn) | -2 | 113
CCCN(c1ccc(OCC)cc1)S(=O)(=O)c1ccc2c(c1)CCN2C(=O)CCC(=O)O | 5 | 103
CN=C(C)c1c(O)c2ccccc2oc1=O | . | 109
CCOc1ccc(NC(=O)c2ccc([N+](=O)[O-])cc2)cc1 | . | 62
CC(=O)NC(=O)c1cc2ccccc2oc1=Nc1ccc(I)cc1 | . | 100
CNC(=O)C1C2C=CC3(O2)C1C(=O)N(CCOC)C3C(=O)NCc1ccc(OC)cc1 (stereo not drawn) | 0 | .
CC(=O)N(CC1CCCO1)c1nnc(-c2ccccn2)s1 (stereo not drawn) | 4 | 94
C/C(=N\N1CCN(Cc2ccc(C)cc2)CC1)c1ccncc1 | -4 | .
CCOc1ccc2nc(NCCO)[nH]c2c1 | 7 | 99
CC1=NNC(=O)C1CC(=O)N/N=C/c1cc(Br)ccc1O (stereo not drawn) | 5 | .
CC(NC(=O)c1ccccc1)C(=O)NC1=NCCS1 (stereo not drawn) | 5 | 65
Cc1cc(C)c2c(CC(=O)N(CCC#N)Cc3cccnc3)coc2c1 | 3 | 86
Nc1nc(CSc2ncn(-c3ccccc3)n2)cs1 | 6 | 79
CCN(CC)C(=O)c1sc(NC(=O)c2cc(-c3cccc(C)c3)nc3ccccc23)c(C(=O)OC)c1C | 2 | .
COc1cc(-c2ccc(NC(=O)c3cccc(F)c3)c(OC)c2)ccc1NC(=O)c1cccc(F)c1 | 4 | .
COc1cc(C(=O)N2CCN(c3ncnc4sc(C)c(C)c34)CC2)cc(OC)c1OC | 9 | 99
O=c1c2c3c(sc2ncn1/N=C/c1c[nH]c2ccccc12)CCCC3 | -7 | .
Cc1ccc2oc(-c3ccc(NC(=O)c4ccc(F)cc4)c(C)c3)nc2c1 | . | 150
Cc1ccc(CCSc2c(Cl)cccc2Cl)cn1 | 2 | .
COC(=O)c1ccc(-n2nnnc2SCC(=O)N2CCCCC2)cc1 | -8 | 107
O=C(CCN1C(=O)c2cccc3cccc(c23)C1=O)OC/C=C/c1ccccc1 | 5 | .
Cc1nc(N2CCN(C(c3ccccc3)c3ccccc3)CC2)[nH]c(=O)c1C | 12 | 97
CC1CN(CC(O)COc2ccc(C(C)C)cc2)CC(C)O1 (stereo not drawn) | 3 | 93
O=C(Nc1ccccc1)C1=C(O)CC(c2ccoc2)CC1=Nc1ccccc1 (stereo not drawn) | -4 | 35*
O=C(O)c1nnc(Nc2ccccc2)c2ccccc12 | . | 67
COc1ccc(NC(=O)N2CCC(NC(=O)c3ccco3)CC2)cc1 | 10 | 95
CCn1cnc2sc(C(=O)N3CCN(Cc4ccc5c(c4)OCO5)CC3)c(C)c2c1=O | 2 | 106
Cc1cc(Br)ccc1NC(=O)CNC(=O)CSc1n[nH]c(N)n1 | 6 | 112
CCOC(=O)C1=C(c2ccccc2)OC(N)=C(C#N)C1c1cccc(OC)c1 (stereo not drawn) | -1 | .
CCC1CCc2c(sc(NC(=O)C3C4CCC(C4)C3C(=O)O)c2C(N)=O)C1 (stereo not drawn) | 3 | .
CCCCNCCCCCOc1cccc(C)c1C | 3 | .
CCC(=O)N1CCc2cc(Br)cc(S(=O)(=O)C3(C(=O)OC)CC3)c21 | 4 | 90
COC(=O)c1ccccc1NC(=O)CSc1nnc(Cc2ccc(Cl)cc2)o1 | -1 | 98
Cc1ccc(-n2cc3c(=O)n(C)c(=O)n(C)c3c2)cc1C | 0 | 96
CCn1c(C)nc2cc(C(=O)Nc3ccccc3)ccc21 | -4 | .
c1csc(-n2nc3ccccc3n2)c1 | 4 | 78
CCOC(=O)c1ccc(NC(=O)CN(c2ccccc2)S(=O)(=O)c2ccccc2[N+](=O)[O-])cc1 | -6 | .
CSc1nc(SCC(=O)NCc2ccco2)c2c3c(sc2n1)COC(C)(C)C3 | 6 | .
O=C(O)c1cnn2c1NC(c1ccc(Br)cc1)CC2C(F)(F)F (stereo not drawn) | -9 | .
CCCOc1ccc(C2=NNC(=O)CC2)cc1 | -6 | .
CCOC(=O)c1c(C)oc2ccc(N(C(=O)c3ccncc3)S(=O)(=O)c3cccc([N+](=O)[O-])c3)cc12 | . | 54
Cc1ccc(-c2nn(CCC#N)cc2C=O)o1 | 7 | .
COc1ccc(-c2nnc(NC(=O)c3ccco3)s2)cc1 | 2 | .
O=C(Cc1cccc2ccccc12)N/N=C/c1ccc(-c2cccc(Cl)c2)o1 | 6 | .
Cn1c(=O)oc2cc(S(=O)(=O)NCCC(=O)NCCc3ccccc3)ccc21 | 2 | 92
O=C(CSc1nnc(C2CCCCC2)n1Cc1ccccc1)NCc1ccco1 | 9 | 102
COc1cccc(OC)c1-c1nn2c(-c3ccco3)nnc2s1 | 5 | 101
Additional records
SMILES | HePTP inhibitor | BAP1 inh
Cc1nn(C(C)C(=O)NCC2CCCO2)c(=O)c2cc3occc3n12 (stereo not drawn) | -3 | 96
COC(=O)CN1C(=O)C(C)(C)Oc2ccc(C(=O)NC3CC3)cc21 | 7 | 105
COc1ccc(NC(=O)C(=O)NCc2ccccn2)c(OC)c1 | 5 | .
CN(C)c1ccc(-c2nc3cc(NC(=O)c4ccccc4Br)ccc3o2)cc1 | 2 | .
C/C=C(\C)c1nnc(NC(=O)OCC)s1 | -11 | 108
CC(C)(C)C(=O)Nc1ncc(C(F)(F)F)cc1Cl | 4 | 123
CC(=O)N=c1c(C#N)cc2c(=O)n3cccc(C)c3nc2n1CC(C)C | -1 | 125
COc1cc(OC)c(OC)cc1/C=C1/C(=O)NC(=O)N(c2ccccc2)C1=O | -3 | .
CCc1ccc(OCC(O)CN2CCN(c3ccccc3)CC2)cc1 (stereo not drawn) | 10 | 101
COc1ccc(N2CCN(C(=O)c3c(-c4ccccc4)noc3C)CC2)cc1 | -4 | 102
COc1cc(C(=O)Nc2nncs2)cc(OC)c1OC | 4 | 89
CCc1ccc(CCC(=O)Nc2ccc(C)c(C)c2)o1 | 7 | 92
COc1cccc(OC)c1C(=O)Nc1ccc(C)cc1Br | -16 | .
COc1ccc(-c2ccc(-c3noc(-c4cccc(OC)c4)n3)c(OC)n2)cc1 | 0 | 98
O=C(c1ccc(-c2ccccc2)cc1)N1CCN(C2CCCC2)CC1 | 13 | .
CCCCC(=O)Nc1ccc(NC(=O)c2ccc3c(c2)OCO3)cc1OC | 2 | 107
CCOc1ccc(Cn2nnc(C(=O)NCc3ccccc3)c2N)cc1 | 3 | 98
NC(=O)NC(=O)CSc1cccc(C(F)(F)F)c1 | -12 | 89
Cc1cc(C)n(-c2ccc(C(=O)OCc3nnc(-c4ccccc4)o3)cc2)n1 | -7 | .
CCN1CCN(Cc2c(C)[nH]c3c(Cl)cccc3c2=O)CC1 | -16 | .
CC(C)C(C(=O)O)N1C(=O)/C(=C/c2cccc([N+](=O)[O-])c2)SC1=S (stereo not drawn) | -4 | .
COc1cccc(-c2cc(C(=O)NC(C)c3ccccc3)c3ccccc3n2)c1 (stereo not drawn) | -6 | .
C=C(C)CSC1=C(C#N)C(c2ccccc2Cl)CC(=O)N1 (stereo not drawn) | -5 | 94
Cc1nnc(-n2cnc3ccccc32)c2ccccc12 | 1 | 96
O=C(CCCN1C(=O)/C(=C\c2cccc(Br)c2)SC1=S)Nc1ccc(C(=O)O)cc1 | 5 | .
COc1cccc(N(C(C)=O)c2nc(C)cc(C)c2C#N)c1 | 7 | 88
COC(=O)c1cc2ccc(OC)c(OC)c2c(=O)s1 | 3 | 81
COc1ccc(Nc2cc(C)nc(-n3nc(C)cc3C)n2)cc1 | 8&2 | 115
O=C(OCc1csc(-c2ccccc2)n1)c1cccs1 | 11 | 81
Cc1ccc2c(C)[n+](C)ccn12 | -8 | 137
O=C(Nc1ccc([N+](=O)[O-])cc1Cl)c1cccnc1 | 6 | .
O=C(c1cc(-c2ccco2)on1)N1CCOCC1 | 7 | 102
CCCCNC(=O)NC(C(=O)OC)C12CC3CC(CC(C3)C1)C2 (stereo not drawn) | 10 | .
CCOC(=O)c1c(C)oc2ccc(N(C(=O)c3ccccc3)S(=O)(=O)c3ccc(Cl)c([N+](=O)[O-])c3)cc12 | . | 71
Oc1ccc(-c2[nH]ncc2-c2cccc3cccnc23)c(O)c1 | 6 | 110
O=C(Nc1ccccc1)C1C(c2ccccc2)C1(Cl)Cl (stereo not drawn) | -16 | .
COc1ccc(OCC(=O)Nc2cc(-c3nc4ncccc4o3)ccc2C)cc1 | . | 53
CCc1c2ccc(C)n2cc[n+]1CC(C)=O | . | 164
Cc1cc(Nc2ccc3c(c2)OCO3)n2c(nc3ccccc32)c1C#N | -8 | .
COc1ccc2nc(N3CCC(C)CC3)c(C#N)cc2c1 | 11 | 93
CCOC(=O)c1c(-c2ccccc2)oc2c([N+](=O)[O-])cc([N+](=O)[O-])cc12 | -16 | .
COc1cc(NC(=O)c2ccc(C(C)(C)C)cc2)c(OC)cc1NC(C)=O | -1 | .
CCCOc1ccc(N2C(=O)CC(NCCNc3ccc([N+](=O)[O-])cn3)C2=O)cc1 (stereo not drawn) | 9 | .
COc1ccc(OC)c(/C=N/NC(=O)c2ccc[n+](Cc3ccccc3)c2)c1 | -3 | .
O=C(Nc1ccc2c(c1)OCO2)c1ccc(COc2ccc3c(c2)CCC3)o1 | -3 | .
COc1ccc(O)c(C(=O)CC(=O)c2ccc(C)cc2)c1 | -1 | .
COc1ccc(N2C(=O)/C(=C\c3cccc(OC)c3O)SC2=S)cc1 | -5 | .
CC(C)Cn1c2c(c(O)c(C(=O)Nc3ncccc3O)c1=O)CCCC2 | 2 | 72
Cc1ccc(C(=O)NCCN2Cc3ccccc3C2=O)cc1 | 4 | .
CC(=O)Nc1ccc(S(=O)(=O)N(CCc2ccccc2)CC(=O)O)cc1 | -16 | .
(further entries)
SMILES | HePTP inhibitor | BAP1 inh
O=[N+]([O-])c1cc2nc(N3CCOCC3)c(N3CCOCC3)nc2cc1[N+](=O)[O-] | -10 | .
CCOc1ccc(N2CC(=O)N/C2=N\c2nc(C)cc(C)n2)cc1 | 2 | 97
COc1ccc(S(=O)(=O)NCCSCc2ccco2)cc1Cl | 8 | 70
CCOCCOC(=O)c1cccc(NC(=O)/C=C/c2ccccc2)c1 | 6 | .
Cc1ccc(-c2csc(/C(C#N)=C\c3ccc(C)s3)n2)cc1 | 4 | .
CCN1CCN(CC(=O)Nc2cccc(C)c2)C(=O)C1=O | 10 | 100
O=C(COc1ccccc1)N1CCN(C(=O)c2cccs2)CC1 | 7 | 96
CCOCCCNC(=O)Cn1cc2c(n1)CCCCC2 | 1 | 106
CC1=CC(C)(C)N(C(=O)NC2CCCCC2)c2cc(C)ccc21 | 1 | .
CCOc1cc(C(=O)NC(C)c2ccncc2)cc(OCC)c1OCC (stereo not drawn) | 4 | 91
COC(=O)c1sccc1NC(=O)c1ccc(OC)cc1 | -2 | 112
CC(=O)Nc1c(-c2ccccc2)c(C)nn1Cc1ccccc1 | -8 | .
CCn1c(SCC(N)=O)nc2ccccc2c1=O | -4 | 105
O=C(NC(=S)Nc1cc(Cl)ccc1Cl)c1ccc(Cl)cc1 | 6 | .
CCOc1cc(/C=C2/C(=N)N3N=C(CC)SC3=NC2=O)ccc1OCc1ccc(F)cc1 | 3 | .
O=c1cc(O)nc2n1CCCS2 | 4 | 82
NC(=O)c1cccc2c1C(=O)N(C1CCCCC1)C2 | 9 | 89
CCOc1cccc(C=Nc2cccc3nsnc23)c1O | -16 | .
Cc1onc(-c2c(F)cccc2Cl)c1C(=O)OCN1C(=O)c2ccccc2C1=O | 0 | 84
CCc1nnc(NC(=O)Nc2ccc(OC)cc2)s1 | 8 | 103
COc1ccc2c(c1)c(=O)oc1c(C)c(OC(C)=O)ccc12 | 7 | .
CC1CCC(N2CCN(C(=O)c3ccc([N+](=O)[O-])cc3)CC2)CC1 (stereo not drawn) | 4 | .
O=C(NC1c2ccccc2-c2ccccc21)N1CCOCC1 | 2 | 100
COc1cc(C(=O)Nc2ccccc2N2CCN(S(C)(=O)=O)CC2)cc(OC)c1OC | 10 | 82
Cc1cccc(-c2c3c(=O)n(C)c(=O)n(C)c3cn2C(C)(C)C)c1 | 2 | 91

Profiles, quoted from the list.
COc1ccc(NC(=O)C(=O)NCc2ccccn2)c(OC)c1 is listed with HePTP inhibitor = 5; BAP1 inh = .
CC(C)Cn1c2c(c(O)c(C(=O)Nc3ncccc3O)c1=O)CCCC2 is listed with HePTP inhibitor = 2; BAP1 inh = 72

Grouped by structure, the entries above with a Cl atom
SMILES | HePTP inhibitor | BAP1 inh
CCN(CC)S(=O)(=O)c1cc(C(=O)Nc2nncs2)c(Cl)cc1Cl | 6 | 85
O=C(NCC1CCCO1)C1CCN(C(=O)c2ccc(Cl)cc2)CC1 (stereo not drawn) | -2 | 113
Cc1ccc(CCSc2c(Cl)cccc2Cl)cn1 | 2 | .
COC(=O)c1ccccc1NC(=O)CSc1nnc(Cc2ccc(Cl)cc2)o1 | -1 | 98
O=C(Cc1cccc2ccccc12)N/N=C/c1ccc(-c2cccc(Cl)c2)o1 | 6 | .
CC(C)(C)C(=O)Nc1ncc(C(F)(F)F)cc1Cl | 4 | 123
CCN1CCN(Cc2c(C)[nH]c3c(Cl)cccc3c2=O)CC1 | -16 | .
C=C(C)CSC1=C(C#N)C(c2ccccc2Cl)CC(=O)N1 (stereo not drawn) | -5 | 94
O=C(Nc1ccc([N+](=O)[O-])cc1Cl)c1cccnc1 | 6 | .
CCOC(=O)c1c(C)oc2ccc(N(C(=O)c3ccccc3)S(=O)(=O)c3ccc(Cl)c([N+](=O)[O-])c3)cc12 | . | 71
O=C(Nc1ccccc1)C1C(c2ccccc2)C1(Cl)Cl (stereo not drawn) | -16 | .
COc1ccc(S(=O)(=O)NCCSCc2ccco2)cc1Cl | 8 | 70
O=C(NC(=S)Nc1cc(Cl)ccc1Cl)c1ccc(Cl)cc1 | 6 | .
Cc1onc(-c2c(F)cccc2Cl)c1C(=O)OCN1C(=O)c2ccccc2C1=O | 0 | 84
